From PubChem
Glyco luc inh: increase of ERlucT glycosylation luciferase signal, primary screen, N-linked glycosylation inhibitor project, D54 ERlucT cells, luminescence, set 2. reporter increase, % at 12.5 µM. 360,000 tested, 0.23% active. D54 ERlucT glycosylation luciferase reporter, 24 h; percent of 100 nM tunicamycin response;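 active = mean luciferase reporter signal, scaled so untreated is 0 and the glycosylation-blocking control 100, at or above a set limit in every replicate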;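 note: luciferase carries N-glycosylation sites so blocking glycosylation raises the light; 0% = median of neutral control wells and 100% = median of 100 nM tunicamycin wells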
ABHD5-PLIN5 inh: ABHD5-PLIN5 interaction inhibitors, primary screen, cell lysate, split luciferase complementation, luminescence; Perilipin-5 (Homo sapiens) + 1-acylglycerol-3-phosphate O-acyltransferase ABHD5 (Homo …; 360,000 tested, 0.78% active; AID 602281, 2012; Split G. princeps luciferase complementation, 4 h; inhibition, % at 4 µM;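 active = inhibition above the mean inhibition across every tested compound plus 3 SD, cut at about 22% in these data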;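 note: 0% = DMSO only wells and the 100% control is not disclosed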
m5-HT2A agonist: mouse Htr2a agonists via beta-arrestin recruitment, primary screen, cell-based, luminescence; 360,000 tested, 0.66% active; CHO-K1 mHTR2A beta-arrestin complementation; percent of 30 µM serotonin response; 5-hydroxytryptamine receptor 2A (Mus musculus), P35363; activation, % at 7.6 µM;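 active = activation above a run cutoff, the mean activation of all tested compounds plus 3 SD, cut at about 14% in these data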;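 note: 0% = plate median of compound wells and 100% = 30 µM serotonin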
Target sequence (P35363 whole entry, looked up): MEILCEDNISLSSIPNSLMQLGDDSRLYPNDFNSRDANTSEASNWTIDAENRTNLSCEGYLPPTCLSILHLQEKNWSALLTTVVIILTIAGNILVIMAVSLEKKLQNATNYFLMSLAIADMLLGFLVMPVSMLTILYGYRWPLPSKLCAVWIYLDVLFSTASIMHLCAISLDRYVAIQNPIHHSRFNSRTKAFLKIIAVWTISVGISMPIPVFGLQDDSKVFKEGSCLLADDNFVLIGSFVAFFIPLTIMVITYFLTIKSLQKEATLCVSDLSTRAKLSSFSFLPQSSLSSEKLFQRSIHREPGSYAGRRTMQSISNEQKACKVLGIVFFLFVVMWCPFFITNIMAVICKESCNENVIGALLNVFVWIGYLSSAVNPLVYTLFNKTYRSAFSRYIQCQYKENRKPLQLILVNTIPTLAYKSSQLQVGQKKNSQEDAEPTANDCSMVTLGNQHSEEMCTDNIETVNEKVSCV
MC4R barr agon: MC4R agonists recruiting beta-arrestin, primary screen, cell-based, luminescence, agonist arm of biased-ligand search; Melanocortin receptor 4 (Homo sapiens), P32245; U2OS MC4R beta-arrestin complementation; percent of melanotan II response, DMSO zero; activation, % at 8.9 µM; 360,000 tested, 0.98% active; AID 540308, 2011;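 active = activation above a per-plate cutoff, the mean activation of sample wells on that plate plus 3 SD, cut at about 8% in these data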
Target sequence (P32245 whole entry, looked up): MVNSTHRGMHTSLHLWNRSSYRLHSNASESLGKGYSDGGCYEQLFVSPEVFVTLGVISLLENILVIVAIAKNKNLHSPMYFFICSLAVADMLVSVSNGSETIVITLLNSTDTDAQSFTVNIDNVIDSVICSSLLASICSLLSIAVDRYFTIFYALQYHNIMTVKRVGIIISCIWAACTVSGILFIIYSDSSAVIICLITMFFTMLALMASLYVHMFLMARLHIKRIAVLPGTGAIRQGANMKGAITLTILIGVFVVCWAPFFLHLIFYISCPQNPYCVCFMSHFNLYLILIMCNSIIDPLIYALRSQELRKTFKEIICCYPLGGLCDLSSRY
MC4R antagonist: MC4R antagonists of cAMP signaling, primary screen, cell-based, TR-FRET, antagonist arm of biased-ligand search. Melanocortin receptor 4 (Homo sapiens), P32245. MC4R-expressing cells, MTII-stimulated cAMP, LANCE TR-FRET. inhibition, % at 6.5 µM. 360,000 tested, 0.48% active. AID 540295, 2011;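 active = inhibition above its plate's cutoff, the mean of tested wells on that plate plus 3 SD, cut at about 29% in these data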;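 note: 0% = Melanotan II alone and 100% = Melanotan II plus saturating MCL0020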
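system = U2OS cells with stable human MC4R expression | also added = Melanotan II challenge after compound preincubation | dosing = one concentration, 6.5 µM nominal | incubation = compound 30 min, challenge 1 h, detection 1 h | measured by = TR-FRET with Eu-cAMP and labeled anti-cAMP, 671 nm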
H9c2 protect: cardioprotection against H2O2-induced cell death, primary screen, uHTS, H9c2 cells, ATPLite luminescence; H9c2 cardiomyocytes, H2O2 injury protection, 2 h; protection from H2O2 cell death, % at 20 µM; 360,000 tested, 0.63% active;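 active = compounds giving at least 50% protection of heart cells from peroxide-induced death in the single-dose screen, raw or plate-pattern-corrected value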;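 note: 0% = DMSO wells with peroxide and 100% = DMSO wells without peroxide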
ABCB6 inh 2: ABCB6 transporter inhibitors, primary screen, K562-ABCB6 cells, flow cytometry, MLPCN library | ATP-binding cassette sub-family B member 6 (Homo sapiens), Q9NP58 | K562-ABCB6 porphyrin accumulation, 1 h; active compounds read low | fluorescence ratio to DMSO, % at 10 µM | 360,000 tested, 0.19% active | AID 602162, 2011;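 active = fluorescence ratio to DMSO below 75%, the collection mean minus 3 SD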;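 note: signal is porphyrin accumulated inside mitochondria; 100% equals median channel fluorescence of DMSO control wells; lower ratio means ABCB6 inhibition with less porphyrin fluorescence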
SRC2 inh: inhibition of GAL4-SRC2 driven luciferase reporter, primary screen, SRC2 inhibitor project, cell-based, luminescence. 370,000 tested, 0.17% active. HEK293 GAL4-SRC2 luciferase reporter. AID 651957, 2012. inhibition, % at 9 µM. Nuclear receptor coactivator 2 (Homo sapiens), Q15596;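 active = inhibition above the mean inhibition of all tested compounds plus 3 SD, set per campaign, cut at about 52% in these data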;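 note: 0% = DMSO treated cells and 100% = cells given Gossypol at 36 µM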
NOD2-RIPK2 inh: NOD2-RIPK2 binding disruptors in cells, primary screen, fluorescence, CHO cells, BLA complementation | CCF4 ratio | Receptor-interacting serine/threonine-protein kinase 2 (Homo sapiens), O43353 | 360,000 tested, 0.38% active | inhibition, % at 4.98 µM; in the data active = inhibition above about 21%;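 note: 0% = vehicle only and 100% = reference blocker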
TLR9-MyD88 block: inhibitors of TLR9-MyD88 association in cells, primary screen, cell-based, CHO, BLA complementation, fluorescence; Toll-like receptor 9 (Homo sapiens) + Myeloid differentiation primary response protein …; CCF4 FRET ratio; inhibition, % at 4.98 µM; 340,000 tested, 0.21% active;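 active = inhibition above the mean over all tested compounds plus 3 SD, cut at about 21% in these data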;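 note: 0% = DMSO only wells and 100% = clavulanate BLA inhibitor control wells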
Numbers without * were called inactive; / = no result given. The list is partial (hit frequency here may not be typical).

Start of the data: the first 3 compounds as a preview:
SMILES	Glyco luc inh	ABHD5-PLIN5 inh	m5-HT2A agonist	MC4R barr agon	MC4R antagonist	H9c2 protect	ABCB6 inh 2	SRC2 inh	NOD2-RIPK2 inh	TLR9-MyD88 block
CCOC(=O)C1CCN(C(=O)C(CCSC)NC(=O)c2ccccc2OC)CC1 (stereo not given)	3	2	3	-1.4	-3	2	93	1	2	-1
CCOC(=O)CCC(=O)NCc1ccc2c(c1)cc(C)n2C	1	9	-2	-1.5	8	2	100	11	-7	5
COc1ccc(CCN2C(=O)CSC2c2ccc(F)cc2)cc1 (stereo not given)	-4	-6	2	0.1	-1	-5	105	16	8	5

Results, previewed entries included:
SMILES	Glyco luc inh	ABHD5-PLIN5 inh	m5-HT2A agonist	MC4R barr agon	MC4R antagonist	H9c2 protect	ABCB6 inh 2	SRC2 inh	NOD2-RIPK2 inh	TLR9-MyD88 block
CCOC(=O)C1CCN(C(=O)C(CCSC)NC(=O)c2ccccc2OC)CC1 (stereo not given)	3	2	3	-1.4	-3	2	93	1	2	-1
CCOC(=O)CCC(=O)NCc1ccc2c(c1)cc(C)n2C	1	9	-2	-1.5	8	2	100	11	-7	5
COc1ccc(CCN2C(=O)CSC2c2ccc(F)cc2)cc1 (stereo not given)	-4	-6	2	0.1	-1	-5	105	16	8	5
Cc1ccc(C(=O)N2CCC(N3CCC(C(=O)N4CCOCC4)CC3)CC2)cc1C	/	-1	7	-0.6	5	5	102	-15	-7	-2
COc1ccc(C(=O)NCC(=O)O)cc1	1	7	6	-1.8	8	5	100	-3	-6	7
COc1ccccc1N1CCN(C(=O)c2cccc(N3C(=O)NC4CC3(C)Oc3c(OC)cccc34)c2)CC1 (stereo not given)	-2	1	2	-0.5	11	10	103	-18	10	7
O=S(=O)(c1ccc(F)cc1)N1CCCC(CO)C1 (stereo not given)	1	13	7	3.8	5	4	121	2	-10	-4
N#Cc1ccc(OCC(=O)Nc2ccccc2NS(=O)(=O)c2cccs2)cc1	3	-10	4	2.2	5	6	100	-24	-12	-6
CCOc1ncccc1C(=O)OCC(=O)NCCc1ccccc1	0	2	-3	-0.3	-1	13	106	7	7	7
COC(=O)c1c(C)oc(C)c1S(=O)(=O)NCc1ccc(Cl)cc1	-2	-2	0	-1.9	6	-1	98	-16	-13	-1
O=C(Nc1ccc2ccccc2c1)c1ccccc1F	-16	0	-4	0.2	9	-15	79	-54	2	5
O=C(c1ccco1)N1CCN(C(c2ccc(Cl)cc2)c2nnnn2Cc2ccccc2)CC1 (stereo not given)	-5	13	-7	0.2	13	-6	101	-12	10	2
O=C(NC1CCC(O)CC1)c1ccc(-c2ccc([N+](=O)[O-])cc2)o1 (stereo not given)	1	6	-5	-1.4	12	0	99	-7	-1	7
CC1(C(=O)NC2CCCCC2)CCC(=O)N1C1CCN(Cc2ccccc2)CC1 (stereo not given)	-3	-2	7	/	/	0	102	-8	0	/
CC(C)CCN(C(=O)C1CCCC1)c1c(N)n(Cc2ccccc2)c(=O)[nH]c1=O	1	2	4	-0.8	-4	4	96	0	2	-2

Among those listed so far, 4 have nitrogen in an aromatic ring.
SMILES	Glyco luc inh	ABHD5-PLIN5 inh	m5-HT2A agonist	MC4R barr agon	MC4R antagonist	H9c2 protect	ABCB6 inh 2	SRC2 inh	NOD2-RIPK2 inh	TLR9-MyD88 block
CCOC(=O)CCC(=O)NCc1ccc2c(c1)cc(C)n2C	1	9	-2	-1.5	8	2	100	11	-7	5
CCOc1ncccc1C(=O)OCC(=O)NCCc1ccccc1	0	2	-3	-0.3	-1	13	106	7	7	7
O=C(c1ccco1)N1CCN(C(c2ccc(Cl)cc2)c2nnnn2Cc2ccccc2)CC1 (stereo not given)	-5	13	-7	0.2	13	-6	101	-12	10	2
CC(C)CCN(C(=O)C1CCCC1)c1c(N)n(Cc2ccccc2)c(=O)[nH]c1=O	1	2	4	-0.8	-4	4	96	0	2	-2

Next results
SMILES	Glyco luc inh	ABHD5-PLIN5 inh	m5-HT2A agonist	MC4R barr agon	MC4R antagonist	H9c2 protect	ABCB6 inh 2	SRC2 inh	NOD2-RIPK2 inh	TLR9-MyD88 block
Cc1cccc(NC2=NCC(=O)N2Cc2cccs2)c1	2	-3	3	0.8	8	0	97	3	-3	6
Nc1nc(Cl)cc(=O)n1Cc1ccc(Cl)cc1	4	2	3	0.4	1	1	95	-10	-10	-6
COCCn1nnnc1C(c1ccccc1OC)N1CCN(c2ccccc2)CC1 (stereo not given)	0	1	3	-1.1	7	-4	96	3	5	-12
COc1cccc(/C=N/NC(=O)c2cc(-c3cccn3C)n[nH]2)c1	4	0	-6	-1.6	-1	17	100	8	-8	4
Cc1cccc(C)c1N=C1NN=C(c2ccccc2F)CS1	-4	-8	-3	-1.4	6	-10	101	-52	-6	-2
COc1cc(CCC(=O)OCC(=O)c2ccc[nH]2)cc(OC)c1OC	2	7	-4	-3.4	5	10	97	0	4	-1
CC1CCN(C(=O)CC#N)CC1	1	3	-1	-3.4	1	-2	100	-6	1	8
CCOC(COC(=O)c1ccccc1C(=O)O)c1ccccc1 (stereo not given)	1	9	1	0.8	0	7	92	3	-15	0
Cc1ccc(C(=O)O/N=C(\N)c2ccc(Br)cc2)cc1C	0	-1	-2	2.9	9	-6	95	-39	1	-10
COc1cccc(-c2cnc(C(O)c3cccc(C)c3C)[nH]2)c1 (stereo not given)	1	3	0	-2.7	12	2	93	7	-12	/
N=C1N(c2ccccc2)C(=S)C(=Nc2ccccc2)N1c1ccccc1	-3	-14	5	1.4	-3	-16	96	-41	-4	1
O=C(NCc1ccc2c(c1)OCO2)C12CC3CC(CC(C3)C1)C2	-2	3	4	-2.5	5	0	93	-5	-6	6
COc1cc(/C=C2\CC/C(=C\c3cc(OC)c(OC)c(OC)c3)C2=O)cc(OC)c1OC	3	3	2	0.4	0	29	108	-7	2	-2
O=C(O)Cn1cc(F)c(=O)[nH]c1=O	0	-1	3	-0.7	10	-3	104	/	-5	/
CCOc1ccc(N2C(=O)c3cccnc3C2Nc2ccc(Cl)cc2)cc1 (stereo not given)	2	8	2	-0.5	5	6	94	-16	-4	-7

No new results follow: 2 of the compounds above.
SMILES	Glyco luc inh	ABHD5-PLIN5 inh	m5-HT2A agonist	MC4R barr agon	MC4R antagonist	H9c2 protect	ABCB6 inh 2	SRC2 inh	NOD2-RIPK2 inh	TLR9-MyD88 block
N=C1N(c2ccccc2)C(=S)C(=Nc2ccccc2)N1c1ccccc1	-3	-14	5	1.4	-3	-16	96	-41	-4	1
O=C(NCc1ccc2c(c1)OCO2)C12CC3CC(CC(C3)C1)C2	-2	3	4	-2.5	5	0	93	-5	-6	6

(next part)
SMILES	Glyco luc inh	ABHD5-PLIN5 inh	m5-HT2A agonist	MC4R barr agon	MC4R antagonist	H9c2 protect	ABCB6 inh 2	SRC2 inh	NOD2-RIPK2 inh	TLR9-MyD88 block
C#Cc1cccc(NC(=O)c2ccc3c(c2)C(=O)N(Cc2cccnc2)C3=O)c1	1	-1	-3	-0.5	15	11	93	-6	12	-12
Cc1ccc(C)c(S(=O)(=O)N2CCN(C(=O)Cc3sc(C)nc3-c3ccc(F)cc3)CC2)c1	1	2	-2	0.5	2	8	96	2	1	-10
CCCCNC(=O)CN(Cc1ccco1)S(=O)(=O)c1ccc(C(C)=O)cc1	1	2	5	-1.6	10	-2	98	-3	-5	-6
Oc1c(CN2CCN(c3ccccc3)CC2)cc(Br)c2cccnc12	-13	-5	-10	-2.9	9	22	97	-4	-2	15
CCOc1ccc(-c2nc(CN3CCCC(C(=O)N4CCOCC4)C3)c(C)o2)cc1 (stereo not given)	-1	-4	1	-1.3	-5	-1	110	-29	-7	-16
CCOC(=O)N1CCC(NC(=O)C2CCN(Cc3nc(-c4ccc(CC)cc4)oc3C)CC2)CC1	2	0	-4	-0.1	6	-4	93	16	0	-1
CN(C)C(=O)c1c(-c2ccccc2)oc2ccc(O)cc12	0	-2	-1	-2.1	-3	3	96	1	3	0
CC(C)(C)NC(=S)NC(=O)C12CC3CCC(CC(C3)C1)C2	-1	-5	0	-1.7	19	-11	96	-6	7	-1
COC(=O)C(C(=O)OC)C(c1ccccc1)C(C(=O)c1ccccc1)[N+](=O)[O-] (stereo not given)	0	-8	5	-0.8	7	0	96	17	1	3
Cc1c(CNCCC2=CCCCC2)c(C(=O)O)c(C)n1Cc1ccccc1	0	6	0	-2.1	7	-6	105	-24	-1	9
COc1cccc(CN(C)CC(=O)Nc2cc3oc4ccccc4c3cc2OC)c1	-2	-13	-8	-0.7	23	-5	92	-22	-3	-5
CCCN(CCC)C(=S)NC(=O)c1ccc(Cl)cc1Cl	2	0	0	0.0	8	7	99	-8	6	-9
CN1CCN(C(=O)CSc2nc(-c3ccco3)cc(C(F)(F)F)n2)CC1	1	-3	-4	-2.1	16	4	103	-6	-9	-5
CCOc1cccc(/C(O)=C2/C(=O)C(=O)N(CCN3CCOCC3)C2c2cccnc2)c1 (stereo not given)	1	1	-1	-0.5	9	6	96	-7	3	-3
C[C@@H]1CN([C@@H](C)CO)C(=O)CCCn2nncc2CO[C@@H]1CN(C)S(=O)(=O)c1ccc(Oc2ccccc2)nc1	1	1	-2	-0.2	15	-8	97	5	-6	-19
CCOc1ccc(-c2csc(C3COc4ccccc4O3)n2)cc1 (stereo not given)	2	-11	5	2.9	1	-7	101	-5	6	-4
O=C(NC1CCC(O)CC1)C1CCN(S(=O)(=O)c2c(Cl)cccc2Cl)CC1 (stereo not given)	-1	-4	-12	-4.0	0	3	101	6	6	3
Cc1ccc(O)c(NC(=S)NC(=O)COc2ccc(Br)cc2)c1	1	-15	6	19*	12	-7	104	-41	-1	20
Cc1ccc(-c2noc(CC(c3ccccc3)c3ccccc3)n2)cc1	-1	-2	-3	0.6	18	-5	91	3	3	-9
Cc1ccc(NC(=O)Cn2c(=O)oc3cc(S(=O)(=O)N4CCC(C)CC4)ccc32)cc1C	0	-20	-5	4.1	5	-13	100	-16	-7	-7
O=C(c1cc(F)ccc1F)C1CCCN(Cc2cccn2-c2ccccn2)C1 (stereo not given)	4	-1	-5	-0.1	0	-1	92	-2	5	4
O=C(NCc1ccc(F)cc1)N1CCN(C(=O)c2ccccc2)CC1	0	-11	-1	-2.8	-5	2	93	-13	0	-8
